Compound activity from PubChem BioAssay.
Xi reactivation = X-chromosome reactivation activator; XiGFP mouse fibroblasts, % GFP-positive cells imaging, 3 d; cells co-treated with 5-aza-dC sensitizer; scaled so ellipticine positive control = 100%; 360,000 tested, 0.055% active; activation, % at 7.58 µM;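 active = mean normalized replicate activation at least 10% and every replicate at or above 10%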;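 note: 0% = median of on-plate neutral control wells and 100% = ellipticine 6 µM median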
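System: 68-5-11 XiGFP fibroblast line | Buffer or medium: DMEM containing 5-aza-dC | Compound: Single point | Times: Compounds 3 days, fix/stain 15 min at room temperature | Benchmarks: Positive control ellipticine, 6 µM final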
PGC1a acetyl inh = lowers PGC1a acetylation signal in U2OS cells. AlphaScreen anti-acetyl-lysine; with virally co-expressed GCN5 acetyltransferase. inhibition, % at 15.6 µM. 350,000 tested, 0.17% active. AID 651687;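 active = every replicate shows inhibition of at least 40%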;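 note: 0% = neutral control wells and 100% = positive control wells; some results beyond the cut were filed as inactive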
S100A4 inh HTS = blocks human S100A4 binding to myosin IIA peptide | inhibition, % at 10.7 µM | S100A4/TAMRA-MyoIIA peptide fluorescence polarization | P26447 | 360,000 tested, 0.14% active;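 active = mean inhibition of at least 70% across replicates, with every replicate also reaching that level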
Target sequence (P26447 whole entry, looked up): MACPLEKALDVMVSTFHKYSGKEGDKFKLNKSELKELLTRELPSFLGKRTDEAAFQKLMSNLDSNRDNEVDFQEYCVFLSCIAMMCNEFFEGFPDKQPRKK
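Test system – S100A4 monomer (human) · Compound – single-point compound testing · Schedule – 5 min incubation before reading · Probe or stimulus – TAMRA-labelled myosin IIA heavy-chain peptide probe, 5 nM · Benchmarks – neutral control DMSO, positive control TFP · Medium – Calcium-containing HEPES buffer, pH 7.2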
Cneo AK release = Cryptococcus neoformans lysis via adenylate kinase release; C. neoformans lysis, adenylate kinase release luminescence, 4 h; normalised: neutral wells 0, clomiphene wells 100; 360,000 tested, 0.2% active; lysis activity, % at 15 µM;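 active = mean lysis activity across replicates of at least 80%, whatever share of replicates individually reach that level; inactive = mean lysis activity below 80%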
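Material: C. neoformans cells | Amount: Yeast cell density of 5 × 10^6 cells/mL | Medium: Fresh YPD growth medium | Dosing: Single dose | Times: Static 4 h at 37 °C with compound, 1 h detection | Detection: AK luminescence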
LGR2 antag = blocks bursicon-induced cAMP signaling via Drosophila LGR2; 380,000 tested, 0.35% active; HEK293 LGR2, CRE-luciferase, bursicon-stimulated, 4 h; inhibition, % at 9.99 µM;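 active = drop in luminescence signal, shown as inhibition above about 50% in the replicate tests, limit read from the data, passing the limit was not always enough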;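 note: agonist challenge used bursicon conditioned medium at about half maximal strength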
C2C12 statin = protects C2C12 myotubes from simvastatin toxicity; rescue of ATP level, % at 7.49 µM; 330,000 tested, 0.78% active; AID 602340; ATP luminescence, 48 h; scaled: DMSO 0, geranylgeraniol control 100;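 active = mean ATP rescue above about 67%, or every replicate alone reaching that limit, limit read from the data, passing the limit was not always enough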;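 note: myotubes were challenged with 10 µM simvastatin during compound exposure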
ERAP1 inh = inhibitors of human ERAP1 aminopeptidase; Q9NZ08; recombinant ERAP1, Leu-AMC fluorescence, 60 min; inhibition, % at 10.7 µM; 340,000 tested, 0.15% active; AID 652197;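 active = mean replicate inhibition of at least 30%, or all replicates individually reaching that 30% level; inactive = mean below 30% and not every replicate reaching it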;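 note: 0% = neutral control wells and 100% = L-leucinethiol positive control wells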
Target sequence (Q9NZ08 whole entry, looked up): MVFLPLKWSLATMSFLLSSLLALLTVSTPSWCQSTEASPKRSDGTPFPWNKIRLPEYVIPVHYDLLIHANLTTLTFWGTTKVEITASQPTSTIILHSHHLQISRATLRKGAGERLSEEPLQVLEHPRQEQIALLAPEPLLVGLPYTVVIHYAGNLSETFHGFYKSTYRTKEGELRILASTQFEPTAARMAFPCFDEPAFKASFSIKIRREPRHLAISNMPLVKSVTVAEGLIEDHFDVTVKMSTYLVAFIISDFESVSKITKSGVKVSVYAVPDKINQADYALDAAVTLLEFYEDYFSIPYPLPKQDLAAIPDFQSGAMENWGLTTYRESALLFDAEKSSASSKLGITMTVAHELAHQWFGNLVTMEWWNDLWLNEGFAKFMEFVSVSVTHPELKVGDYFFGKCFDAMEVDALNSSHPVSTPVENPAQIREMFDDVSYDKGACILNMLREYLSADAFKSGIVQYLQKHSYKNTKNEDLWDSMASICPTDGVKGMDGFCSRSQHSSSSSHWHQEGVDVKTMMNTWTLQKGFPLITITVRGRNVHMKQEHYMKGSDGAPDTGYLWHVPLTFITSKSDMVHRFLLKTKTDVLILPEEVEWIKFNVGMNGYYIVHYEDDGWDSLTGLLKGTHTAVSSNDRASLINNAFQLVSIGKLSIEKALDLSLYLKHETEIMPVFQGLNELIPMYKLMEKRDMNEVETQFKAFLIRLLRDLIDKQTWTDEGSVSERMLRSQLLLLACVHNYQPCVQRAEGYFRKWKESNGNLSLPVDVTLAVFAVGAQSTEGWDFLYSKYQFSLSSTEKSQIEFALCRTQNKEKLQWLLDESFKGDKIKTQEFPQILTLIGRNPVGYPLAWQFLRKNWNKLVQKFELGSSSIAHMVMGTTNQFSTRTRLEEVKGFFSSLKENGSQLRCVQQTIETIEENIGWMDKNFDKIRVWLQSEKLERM
SIRT5 block = blocks human SIRT5 desuccinylation of peptide; Purified SirT5, succinyl-peptide AMC, trypsin-coupled fluorescence; inhibition, % at 15 µM; Q9NXA8; 330,000 tested, 1.1% active; in the data active = inhibition above about 15%
The depositor's hits bear a star; nt = no result given. The list is partial; rates above refer to the full screens.

SMILES | Xi reactivation | PGC1a acetyl inh | S100A4 inh HTS | Cneo AK release | LGR2 antag | C2C12 statin | ERAP1 inh | SIRT5 block
N#CC1=C(SCC(=O)Nc2cccc3cccnc23)NC(=O)C(C#N)C12CCCCC2 (centres undefined) | nt | 3 | -3 | -10 | -10 | -1 | 1 | 2
COc1ccccc1NC(=O)Nc1sccc1-c1nc2ccccc2s1 | -0.1 | 10 | -8 | 1 | -11 | nt | -2 | -2
Cc1ccccc1OCC(=O)N/N=C/c1cn(C)c2ccccc12 | 0.1 | -1 | -3 | 11 | 5 | -12 | nt | 3
Cn1cc(-c2ccccc2)cc(C#N)c1=O | 0.0 | 10 | 3 | 0 | 18 | 5 | -6 | -12
CCN(CC)CCCNC(=O)CSc1nc(-c2cccs2)cc(C(F)(F)F)n1 | 0.0 | -1 | -9 | 3 | 1 | 0 | 0 | 0
CC(=O)Nc1ccc(SC(C)C(=O)NC2CCCC2)cc1 (centres undefined) | 0.4 | nt | 0 | -1 | -7 | 3 | 1 | -2
C[C@H]1CN([C@@H](C)CO)C(=O)CCCn2cc(nn2)CO[C@H]1CN(C)Cc1cccc2c1OCCCO2 | -0.3 | 0 | 6 | -12 | -15 | 4 | 1 | -5
C[C@@H]1CN([C@H](C)CO)C(=O)c2cc(-c3cccc(F)c3)cnc2O[C@@H]1CN(C)C(=O)c1cnccn1 | 0.0 | 6 | 2 | 7 | 9 | -8 | -1 | -3
Cn1c(=O)n(Cc2ccccc2)c(=O)c2c1nc1n2CCCN1Cc1ccccc1 | nt | -4 | nt | -3 | 17 | 116* | nt | nt
COc1cccc(CNc2ccc(S(N)(=O)=O)cc2)c1OCc1ccccc1F | 0.8 | nt | 0 | nt | 13 | nt | -2 | -5

Part of the list above in another layout:
Results follow in this order: Xi reactivation | PGC1a acetyl inh | S100A4 inh HTS | Cneo AK release | LGR2 antag | C2C12 statin | ERAP1 inh | SIRT5 block
> N#CC1=C(SCC(=O)Nc2cccc3cccnc23)NC(=O)C(C#N)C12CCCCC2 (centres undefined)
 : nt | 3 | -3 | -10 | -10 | -1 | 1 | 2
> COc1ccccc1NC(=O)Nc1sccc1-c1nc2ccccc2s1
 : -0.1 | 10 | -8 | 1 | -11 | nt | -2 | -2
> Cc1ccccc1OCC(=O)N/N=C/c1cn(C)c2ccccc12
 : 0.1 | -1 | -3 | 11 | 5 | -12 | nt | 3
> Cn1cc(-c2ccccc2)cc(C#N)c1=O
 : 0.0 | 10 | 3 | 0 | 18 | 5 | -6 | -12
> CCN(CC)CCCNC(=O)CSc1nc(-c2cccs2)cc(C(F)(F)F)n1
 : 0.0 | -1 | -9 | 3 | 1 | 0 | 0 | 0
> CC(=O)Nc1ccc(SC(C)C(=O)NC2CCCC2)cc1 (centres undefined)
 : 0.4 | nt | 0 | -1 | -7 | 3 | 1 | -2
> C[C@H]1CN([C@@H](C)CO)C(=O)CCCn2cc(nn2)CO[C@H]1CN(C)Cc1cccc2c1OCCCO2
 : -0.3 | 0 | 6 | -12 | -15 | 4 | 1 | -5
> C[C@@H]1CN([C@H](C)CO)C(=O)c2cc(-c3cccc(F)c3)cnc2O[C@@H]1CN(C)C(=O)c1cnccn1
 : 0.0 | 6 | 2 | 7 | 9 | -8 | -1 | -3
> Cn1c(=O)n(Cc2ccccc2)c(=O)c2c1nc1n2CCCN1Cc1ccccc1
 : nt | -4 | nt | -3 | 17 | 116* | nt | nt
> COc1cccc(CNc2ccc(S(N)(=O)=O)cc2)c1OCc1ccccc1F
 : 0.8 | nt | 0 | nt | 13 | nt | -2 | -5

Additional results follow:
SMILES | Xi reactivation | PGC1a acetyl inh | S100A4 inh HTS | Cneo AK release | LGR2 antag | C2C12 statin | ERAP1 inh | SIRT5 block
CCOC(=O)N1CCN(C(=O)CSc2ccc3nnc(-c4ccccn4)n3n2)CC1 | 0.0 | -1 | -4 | -1 | -6 | nt | -2 | 16*
COc1ccc(-c2nc3cc(C)c(Br)c(C)n3c2Cc2ccsc2)cc1OC | 0.0 | nt | -12 | nt | -23 | nt | 4 | nt
Cc1cccc(NC(=O)CSc2nc3ccccc3nc2N2CCCCC2)c1 | 0.1 | -26 | -5 | 1 | 2 | -1 | 3 | -1
CC(NC(=O)CN(c1cccc(C(F)(F)F)c1)S(=O)(=O)c1ccc(Cl)c([N+](=O)[O-])c1)c1ccccc1 (centres undefined) | 0.1 | nt | 2 | 2 | 7 | nt | 0 | nt
Cc1ccc(-n2c(=S)[nH]c3[nH]ncc3c2=O)cc1 | 0.0 | nt | -3 | nt | nt | nt | 2 | 10
COC(=O)C1=C(C)N(C)C(=NCc2cccc(C(F)(F)F)c2)NC1c1cccc(F)c1 (centres undefined) | -0.1 | nt | -4 | nt | 10 | nt | -1 | nt
CCCNC(=O)N1CC(=O)N2[C@@H](CO)[C@H](c3ccc(C#Cc4cccc(OC)c4)cc3)[C@@H]2C1 | 0.1 | 1 | -6 | nt | -11 | nt | -2 | 5
Cc1ccc(S(=O)(=O)N(Cc2ccc(Cl)cc2)c2ccccc2C(=O)NCc2cccnc2)cc1 | -0.1 | -4 | -4 | -10 | 12 | nt | 9 | -1
CO[C@H]1CN(C)C(=O)c2ccc(NC(=O)c3nc4ccccc4s3)cc2OC[C@@H](C)N(Cc2cccnc2)C[C@H]1C | 0.0 | -3 | nt | -2 | 8 | 3 | nt | nt
C[C@@H]1CN([C@H](C)CO)C(=O)CCCn2cc(nn2)CO[C@@H]1CN(C)Cc1cccc(C(F)(F)F)c1 | 1.3 | -2 | nt | nt | 9 | -3 | nt | nt
COC(=O)C(CC#Cc1ccc2c(c1)[C@]1(C(=O)N2)[C@H](c2ccc(O)cc2)N2[C@H](c3ccccc3)[C@H](c3ccccc3)OC(=O)[C@H]2[C@@H]1C(=O)N1CCCCCCC1)C(=O)OC | nt | 9 | -19 | -4 | nt | nt | -3 | 1
COCC(=O)N1[C@H](C#N)[C@H](c2ccccc2C2=CCCCC2)[C@@H]1CO | 0.0 | -2 | 1 | nt | -3 | nt | nt | -2
COc1ccccc1CNC(=O)CCCc1nnc2n(C)c(=O)c3sccc3n12 | 0.0 | -2 | 1 | 1 | -13 | -2 | 4 | -3
CCOc1[nH]n(-c2ccccc2)c(=O)c1C=Nc1ccc(C(=O)OC)cc1 | 0.2 | nt | -4 | nt | 20 | nt | -4 | -2
CC1CC(C)(C)Nc2ccc(N=O)cc21 (centres undefined) | 4.9 | nt | 5 | nt | 2 | nt | -1 | 0
Cc1cccc(NC2=NC(C)(C)N=C(N)N2)c1 | 0.1 | 4 | -35 | 0 | 5 | nt | -2 | -2
CN(C)C(=O)c1ccc(Cc2cn(C)c3ccccc23)nc1 | 0.2 | 0 | -4 | 1 | -2 | 10 | nt | -2
O=C(Nc1cc(F)ccc1F)N[C@@H]1CC[C@@H](CCn2cc(C3CCCC3)nn2)O[C@H]1CO | 0.0 | -14 | 12 | nt | -18 | nt | 2 | 3
COc1ccc2c3c([nH]c2c1)[C@@H](CO)N(C(=O)c1ccncc1)CC31CN(C(=O)Nc2cccc(F)c2)C1 | -0.1 | 0 | -15 | nt | -18 | nt | 2 | nt
Cc1nn(C)c(C)c1NS(=O)(=O)c1ccc(Cl)s1 | 0.1 | 0 | -2 | 0 | 0 | 3 | 0 | -1
O=C(CSc1nnc(NC(=O)c2ccco2)s1)Nc1ccccc1Cl | 0.4 | -8 | -2 | nt | 3 | -7 | 3 | 0
C[C@H]1CN([C@@H](C)CO)C(=O)Cc2cc(NC(=O)Cn3cnnn3)ccc2O[C@H]1CN(C)S(=O)(=O)c1cccs1 | -0.1 | -21 | 0 | -3 | 3 | -25 | 0 | 1
CCOC(=O)c1c[nH]c2ccc3ccccc3c2c1=O | 0.2 | -2 | 2 | -1 | -3 | 5 | 0 | -5
CCCNC(=O)N1CCC2(CC1)CN(Cc1cccc(OC)c1)[C@H](CO)c1[nH]c3cc(OC)ccc3c12 | 0.0 | 3 | 3 | nt | -12 | nt | -4 | 0
COc1ccc(Cl)cc1-n1c(=S)sc2c(=O)[nH]c(SCC(=O)C(C)(C)C)nc21 | 0.1 | 2 | -2 | 2 | 34 | -7 | -7 | 1
Cc1c(OCC(=O)NCCCn2ccnc2)ccc2c3c(c(=O)oc12)CCC3 | 0.2 | -2 | 1 | 0 | 10 | -10 | 3 | 3
C[C@@H]1CCCCO[C@@H](CN(C)S(=O)(=O)c2cccs2)[C@H](C)CN([C@@H](C)CO)C(=O)c2cc(NC(=O)NC3CCCCC3)ccc2O1 | -0.1 | -11 | nt | 0 | 1 | nt | nt | nt
C[C@@H]1ON(C)[C@H]2C[C@H]3c4[nH]c5c(-c6ccccc6F)cccc5c4CCN3C(=O)[C@@H]12 | 0.5 | nt | -16 | nt | 4 | nt | -5 | -3
O=C(c1ccncc1)N1CC[C@@H]2[C@H]1c1cc(-c3ccc(F)cc3)ccc1N[C@@H]2CO | -0.1 | 8 | -12 | -2 | -8 | -27 | 4 | -1
COc1ccc(C(=O)O)cc1S(=O)(=O)NC(C)(C)C | 0.2 | 5 | -3 | 0 | 1 | 18 | nt | -4
O=C(Cc1ccccn1)N1CC(=O)N2[C@H](C1)[C@H](c1ccc(-c3ccccc3)cc1)[C@@H]2CO | 0.1 | 0 | -3 | nt | 4 | nt | 1 | 1
COc1ccc(Cl)cc1NC(=O)C1Cc2ccccc2CN1S(C)(=O)=O (centres undefined) | 0.1 | 6 | -35 | 1 | -4 | 13 | 2 | 0
COc1ccc(Nc2nc(-c3cccs3)nc3ccccc23)c(OC)c1 | -0.1 | -13 | nt | 0 | -10 | 4 | nt | nt
C[C@H]1CN([C@@H](C)CO)C(=O)c2cc(NC(=O)CCCN(C)C)ccc2O[C@H]1CN(C)Cc1ccc(Cl)c(Cl)c1 | -0.1 | 7 | 26 | 7 | -8 | -26 | -1 | -6
Cc1ccc2ccc3cccc4ccc1c2c34 | nt | -13 | 1 | -4 | -15 | -11 | 7 | nt
Cc1nc(C(=O)NNC(=O)c2c(-c3c(Cl)cccc3Cl)noc2C)cs1 | 0.3 | 10 | -3 | nt | -8 | 10 | 0 | 0
O=C(C[C@@H]1CC[C@H]2[C@@H](COC[C@@H](O)CN2Cc2ccc3c(c2)OCO3)O1)N1CCCCC1 | 0.1 | -3 | -8 | -2 | 4 | 24 | 3 | 1
Cc1ccc(-c2ccc([C@@H]3[C@H](CO)N4CCCCN(S(=O)(=O)c5cccc(C)c5)C[C@@H]34)cc2)cc1 | nt | -5 | 0 | 10 | nt | nt | -4 | 15
C=CCC[C@@H](Cc1ccc(F)cc1)C(=O)OC[C@@H](NC(=O)[C@@H](CC=C)CC(=O)N[C@H](CO)Cc1ccccc1)C(C)(C)C | 0.7 | nt | 2 | 2 | -2 | 4 | -2 | nt
Cc1ccc(-c2csc(Nc3ccccc3)[n+]2CCc2ccccc2)cc1 | 0.0 | nt | -7 | nt | -17 | nt | nt | 6
OCCN(Cc1ccccc1)CC(O)COc1ccc(-c2ccccc2)cc1 (centres undefined) | 0.4 | nt | 3 | nt | -12 | nt | 3 | nt
Cc1cc(C(=O)N/N=C/c2c(C)nn(-c3ccccc3)c2C)n[nH]1 | 0.4 | -9 | -10 | 4 | -12 | nt | 0 | 3
COc1ccc(NC(=O)Nc2cccc3c2O[C@@H](CN(C)C(=O)NC2CCCCC2)[C@@H](C)CN([C@H](C)CO)C3=O)cc1 | -1.0 | 12 | -1 | 52 | 2 | -28 | -1 | 3
